From PubChem BioAssay
D2 agonist: activates the human D2 dopamine receptor. P14416. HEK293 T-REx D2 cells, calcium flux agonist mode. activation, % at 2 µM. actives 0.53% (n = 340,000);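 active = activation over 3 SD above normal in the single-dose calcium agonist read, cut at about 30% in these data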; also: 0% is about no effect
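Agonism is scored from calcium flux in a force-coupled, inducible HEK293 cell line expressing D2, read kinetically for 180 s after compound addition against dopamine controls.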
D1 agonist: agonists of human D1 dopamine receptor; HEK293 T-REx D1 cells, calcium flux, agonist mode; activation, % at 2 µM; actives 1% (n = 360,000); AID 504660; also: 0% is about no effect
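Inducible HEK293 T-REx D1 cells, force-coupled to calcium signalling, were plated at 4000 cells/well with tetracycline and held overnight at 30 C. After no-wash calcium dye loading, compound-evoked calcium rise over 180 s flagged agonists.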
D2 antagonist: D2 dopamine receptor (human) antagonism; P14416; HEK293 TREx D2 cells, calcium flux, dopamine EC80; inhibition, % at 10 µM; actives 2% (n = 340,000); AID 485344; in the data active = inhibition above about 30%; also: 0% is about no effect
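Dopamine at EC80 is the agonist stimulus; test compounds precede it by 180 s. Calcium flux read kinetically in a force-coupled, inducible HEK293 T-REx D2 cell line.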
TRHR agonist: agonists of human TRH receptor. TRHR cells, calcium flux fluo-8, FDSS agonist mode. activation, % at 2 µM. actives 0.18% (n = 360,000); also: 0% is about no effect
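Read-out: compound-evoked intracellular calcium rise in TRHR cells, fluo-8 dye, kinetic FDSS fluorescence at 1 s/cycle following a 10-cycle baseline. Cells cultured overnight before dye loading (30 min–1.5 h, RT).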
D1 antag: human D1 dopamine receptor antagonism | HEK293 TREx D1 cells, calcium flux, dopamine EC80; stronger effect = lower value | P21728 | activity change, negative = inhibition, % at 10 µM | AID 504652 | actives 3.2% (n = 360,000); in the data active = activity change below about -30%; also: % is scaled to controls: 0 for no effect and ±100 for the full control effect
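Cells carrying a force-coupled, tetracycline-inducible human D1 receptor report calcium flux. Each well gets a 10 s baseline, compound with 180 s monitoring, then an EC80 dopamine stimulus with a second 180 s kinetic read.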
RXFP1 antag: antagonists of human relaxin receptor RXFP1; actives 0.59% (n = 350,000); Q9HBX9; activity change, negative = inhibition, % at 57.5 µM; AID 1259400; HEK293-RXFP1, relaxin-stimulated cAMP HTRF, 30 min; stronger effect = lower value;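 active = activity change of -60% or lower, but not beyond a set lower limit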; also: % is scaled to controls: 0 for no effect and ±100 for the full control effect
Target sequence (Q9HBX9 whole entry, looked up): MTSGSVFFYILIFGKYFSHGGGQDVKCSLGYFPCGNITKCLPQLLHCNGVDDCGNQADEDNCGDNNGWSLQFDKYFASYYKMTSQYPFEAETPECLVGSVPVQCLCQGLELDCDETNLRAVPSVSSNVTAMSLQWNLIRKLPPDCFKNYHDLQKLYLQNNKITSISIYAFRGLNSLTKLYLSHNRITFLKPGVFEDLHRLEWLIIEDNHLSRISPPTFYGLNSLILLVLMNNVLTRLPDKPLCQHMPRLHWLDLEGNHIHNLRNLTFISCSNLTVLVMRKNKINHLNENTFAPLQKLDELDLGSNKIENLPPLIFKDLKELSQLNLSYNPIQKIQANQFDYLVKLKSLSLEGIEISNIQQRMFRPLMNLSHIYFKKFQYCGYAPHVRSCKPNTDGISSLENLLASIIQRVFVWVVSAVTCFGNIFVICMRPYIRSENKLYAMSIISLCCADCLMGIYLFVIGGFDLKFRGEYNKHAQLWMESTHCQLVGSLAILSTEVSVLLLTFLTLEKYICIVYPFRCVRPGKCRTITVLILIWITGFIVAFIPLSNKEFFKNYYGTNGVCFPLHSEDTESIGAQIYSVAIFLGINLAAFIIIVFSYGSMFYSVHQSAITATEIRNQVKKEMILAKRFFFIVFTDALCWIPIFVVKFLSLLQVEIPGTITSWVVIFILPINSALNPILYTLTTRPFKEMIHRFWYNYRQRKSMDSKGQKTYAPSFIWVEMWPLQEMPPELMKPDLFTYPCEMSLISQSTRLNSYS
D1 PAM: human D1 dopamine receptor positive modulation; HEK293 TREx D1 cells, calcium flux, dopamine EC20 potentiation; potentiation, % at 10 µM; P21728; actives 0.036% (n = 360,000); in the data active = potentiation above about 30%; also: 0% is about no effect
TRHR enhancer: TRH receptor (human) allosteric enhancement; P34981; TRHR cells, fluo-8 calcium fluorescence, EC20 TRH enhancement; enhancement, % at 2 µM; actives 0.66% (n = 360,000); AID 493056; in the data active = enhancement above about 30%; also: 0% is about no effect
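TRHR-expressing cells loaded with fluo-8 calcium dye were read kinetically (ex 480/em 530) during compound addition, then stimulated with an EC20 of TRH (10 nM final). Enhancement of the Gq-mediated intracellular calcium response was scored.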
D2 PAM: D2 dopamine receptor (human) potentiation | actives 0.34% (n = 340,000) | potentiation, % at 10 µM | HEK293 T-REx D2, calcium flux, EC20 dopamine potentiation | P14416;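 active = potentiation over 3 SD above the plate norm, cut at about 30% in these data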; also: 0% is about no effect
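Cells plated with tetracycline inducer and held overnight at 30 C; calcium dye loaded 30–90 min at room temperature; baseline taken, compound added and read 180 s; EC20 dopamine then added and read 180 s.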
* marks the source's active call; other numbers are inactive results; nt = no result given; & = joins results of further samples. Rule as the data show it, unless noted: active = activation above about 30%; inactive = the rest.

SMILES | D2 agonist | D1 agonist | D2 antagonist | TRHR agonist | D1 antag | RXFP1 antag | D1 PAM | TRHR enhancer | D2 PAM
COc1ccc(NP(=O)(Oc2ccc(Cl)cc2)Oc2ccc(Cl)cc2)cc1OC | -0.4 | 2 | -6 | -0.6 | 8 | -19 | -5 | -2 | -3
Cc1c(C(c2ccc(F)cc2)c2c(O)c3ccccc3oc2=O)c(=O)n(-c2ccccc2)n1C (configuration not stated) | 0.4&-2.1 | 2&1 | -8 | -0.1&-0.6 | -9&7 | -4&-7 | 2&-1 | -1&-2 | 28&-1
COc1cccc(NC(=O)[C@@H](NC(=O)N2C[C@H]3C[C@@H](C2)c2cccc(=O)n2C3)C(C)C)c1 | 0.8 | 2 | 14 | -1.2 | -4 | nt | 0 | 0 | 2
Cc1ccc(N2C(=O)CC(=O)NC2=O)cc1Cl | 0.2 | 2 | 9 | -0.2 | 5 | 3 | -2 | 3 | 4
CCc1cc2c(s1)N(CC(=O)OC)C(=O)CN=C2c1ccccc1OC | -0.8 | 1 | 6 | -0.4 | 11 | -3 | 5 | 20 | 16
COC(=O)C1=C(c2ccc(Cl)c(C(F)(F)F)c2)C[C@@H]2CC[C@H]1N2C(=O)N1CCCC1 | 1.7 | 0 | -17 | 0.3 | -42* | nt | -1 | -14 | -5
CC(C)c1ccc(OCC(=O)N2CCN(CCc3ccncc3)CC2)cc1 | 1.5 | 2 | nt | 0.4 | -7 | nt | 0 | -8 | 4
O=C(CCC(=O)N1C[C@H]2C[C@@H](C1)c1cccc(=O)n1C2)NCc1cccc(C(F)(F)F)c1 | -0.3 | 0 | -13 | -0.3 | 0 | nt | 8 | -2 | -3
CCOC(=O)c1c(C)n(CC(O)CN2CCOCC2)c2cc(Br)c(OC)cc12 (configuration not stated) | 0.1 | 4 | -10 | -0.2 | 8 | -17 | 1 | 19 | -1
CN(C)N=O | 0.3 | -1 | -8 | -0.7 | nt | nt | 0 | 7 | -1
COc1ccccc1N1CCN(Cc2cccc(Br)c2)CC1 | -0.9 | -2 | 76* | -1.0 | -27 | -10 | -11 | -1 | -25
O=C1NC(=O)N(c2ccc(Cl)cc2)C(=O)/C1=C/c1coc2ccc(O)cc2c1=O | 0.8 | 4 | nt | 0.3 | -2 | -3 | -6 | -4 | -6
CCN1CCN(Cc2ccc(OC(F)(F)F)cc2)CC1 | nt | 5 | nt | -0.8 | -34* | 0 | 3 | 6 | nt
COc1ccc(NC(=O)c2cn(CCC#N)nc2-c2cccc(Br)c2)cc1 | 1.5 | 3 | -3 | 0.8 | 6 | -2 | 0 | 1 | 16
Cc1oc2ccc(OC(=O)N(C)C)cc2c1C(=O)OC(C)C | 0.7 | 3 | 10 | -0.2 | 2 | -12 | 5 | 15 | 14
COC(=O)C1=C(c2cccc(OCc3ccccc3)c2)C[C@@H]2CC[C@H]1N2C(=O)NC1CCN(Cc2ccccc2)CC1 | -0.1 | 1 | -2 | 0.7 | 1 | nt | -3 | 3 | -18
CCCOc1ccc(C(C)=O)cc1Cc1c(O)[nH]c(=S)[nH]c1=O | 1.3 | 4 | -2 | 0.8 | 0 | -16 | -4 | 0 | -2
CCN1CCN(C(=O)COc2ccc(S(=O)(=O)NC(C)C)cc2)CC1 | 0.6 | 0 | 11 | 1.6 | 0 | 7 | -4 | -2 | -10
Cc1ccc(-c2nc(CN3C(=O)CN=C(c4ccccc4Cl)c4cc(Cl)ccc43)c(C)o2)cc1 | 2.8 | 4 | nt | 0.2 | -5 | -12 | -2 | -2 | 2
Cc1cccc(OP(=O)(Oc2cccc(C)c2)OC(c2ccccc2)C(F)(F)F)c1 (configuration not stated) | 0.0 | 7 | 2 | 1.3 | 11 | -1 | -8 | -5 | 9
CN1CCC2(CC1)N=C(c1ccc(F)cc1)C(=S)N2 | 1.6 | 2 | 2 | 0.6 | 14 | 8 | 1 | 0 | -1
Cc1ccc(-n2c(C)nc3ccccc3c2=O)c(C)c1 | 1.3 | 2 | 15 | -1.2 | -1 | 0 | -5 | -1 | -2
NS(=O)(=O)c1ccc(N=Cc2c(O)n(C3CCCCC3)c(=O)n(C3CCCCC3)c2=O)cc1 | 0.9 | 2 | -14 | 0.3 | -9 | -8 | -4 | -2 | 17
Cc1cc(OCC(=O)OC(C)(C)C)c2c3c(c(=O)oc2c1)CCC3 | -0.4 | 5 | -12 | -0.8 | 8 | -20 | -1 | 15 | 10
CSc1ccc(CN2CCN(Cc3ccccc3Cl)CC2)cc1 | -4.7 | 5 | 70* | 0.8 | 3 | -20 | 2 | 1 | -31
Cc1cc(C)nc(NS(=O)(=O)c2ccc(N=Cc3c(O)n(C)c(=O)n(C)c3=O)cc2)n1 | 1.6 | 4 | 3 | 0.4 | 3 | 4 | -4 | -3 | 11
C[C@]12CCC(=O)C=C1CC[C@@H]1[C@@H]2CC[C@@]2(C)[C@H]1CC[C@]2(C)O | nt | 8 | nt | 0.2 | -18 | 3 | -3 | -3 | -6
COC(=O)C(O)(c1ccc(N(C)C(=O)c2ccc(Cl)c(Cl)c2)cc1)C(F)(F)F (configuration not stated) | 3.1 | 4 | -2 | 0.7 | -8 | -3 | -2 | -3 | 3
CCOc1ccc(-n2c(O)c(C=NCCN3CCNCC3)c(=O)[nH]c2=O)cc1 | 0.0 | 4 | -12 | -0.4 | 23 | -30 | 8 | 3 | -3
CC(=O)Nc1cc(C(=O)N2CCC3(CC2)OCCO3)ccc1S(=O)(=O)c1ccc(C)cc1 | 0.0 | -2 | -3 | 0.4 | -21 | 2 | -1 | -5 | 9
CN1CCN(c2ccc(NC(=O)Oc3ccccc3)cc2)CC1 | -0.1 | 2 | -15 | 0.0 | 0 | -7 | -1 | 3 | 4
Cn1cc(/C=C/c2nc3ccccc3c(=O)n2-c2ccccc2)c2ccccc21 | -1.5 | 0 | nt | -0.4 | 11 | nt | -1 | 10 | -2
O=C(Cn1ncc2ccsc2c1=O)N1CCC2(CC1)OCCO2 | 0.4 | 1 | -16 | 1.6 | 3 | 26 | -2 | -1 | -2
COc1ccc(-c2nn(CCC#N)cc2C(=O)Nc2ccccc2Cl)cc1 | -1.4 | 8 | 7 | -0.3 | 6 | -4 | -4 | -1 | 18
COc1ccc(NS(=O)(=O)c2ccc(OCC(=O)N3CCN(C)CC3)cc2)cc1Cl | 0.1 | 2 | 20 | 1.4 | -2 | -5 | -11 | 9 | -15
O=C(CF)NC(NC(=S)Nc1ccccc1O)C(Cl)(Cl)Cl (configuration not stated) | 0.4 | 1 | -10 | 0.3 | -1 | -1 | -5 | 19 | -7
O=S(=O)(NC1CN2CCC1CC2)c1ccc(Cl)cc1 (configuration not stated) | -0.2 | 2 | 11 | 0.7 | -10 | 5 | -1 | -2 | -5
Cc1cc(C(=O)OCC(=O)Nc2ccccc2F)c(C)n1C1CC1 | -0.8 | 1 | -6 | -0.5 | 8 | -4 | 0 | 2 | 17
CCOC(C(=O)OCCCN(CC)CC)(c1ccccc1)c1ccccc1 | 1.1 | 8 | -24 | 0.3 | -4 | -8 | -5 | 3 | -19
O=C(COc1ccccc1F)N1CCN(Cc2cc(=O)n3nc(-c4ccccc4Cl)sc3n2)CC1 | 0.4 | -2 | nt | -0.3 | 10 | nt | 0 | -5 | 8
Cc1ccc(CN2CCN(C)CC2)c(C)c1 | 0.1 | -1 | -8 | 0.2 | -17 | -8 | -3 | 0 | -17
CCN(CC(=O)Nc1ccc(NC(C)=O)cc1)C(=O)CSC(c1ccccc1)c1ccccc1 | -0.1 | 45* | -16 | -0.5 | -15 | 7 | -3 | 3 | -16
C=CCC1(CN2CCCC2=O)C(=O)NC(=O)NC1=O | 0.8 | 2 | 2 | 0.0 | -8 | -13 | -1 | 0 | 3
CC(C)Oc1ccc(Cc2c(O)[nH]c(=O)[nH]c2=O)cc1 | -0.3 | 0 | -3 | 0.0 | -3 | 13 | -4 | 2 | -5
CCOc1ccc(-n2c(O)c(C=Nc3ccc(N(CC)CC)cc3)c(=O)[nH]c2=O)cc1 | 7.9 | 17 | -4 | 22 | 1 | -16 | -4 | 2 | -5
COc1cccc(NC(=O)CN2CC(c3ccccc3)CC2=O)c1 (configuration not stated) | -1.1 | 2 | -5 | 0.4 | -14 | nt | nt | 0 | -3
CN(C(=O)c1ccc(Cl)nc1)C1(c2ccccc2Cl)CCCCC1=O (configuration not stated) | 1.2 | 2 | 4 | 2.2 | -4 | -1 | -2 | -3 | 4
N#CC1=C(N)Oc2c(c(=O)oc3ccccc23)C1c1ccc([N+](=O)[O-])o1 (configuration not stated) | nt | 1 | nt | 0.8 | -1 | -8 | -3 | 0 | nt
CN(CCOc1ccc(C=C2C(=O)NC(=O)NC2=O)cc1)c1ccccn1 | 2.5 | 6 | -5 | 0.1 | 25 | 4 | -3 | 6 | 7
Cn1cccc1/C=C1\C(=O)NC(=O)N(Cc2ccccc2Cl)C1=O | -0.4 | 3 | -11 | 0.6 | 1 | -8 | 2 | 9 | 10
c1ccc2c(c1)Nc1ccccc1S2 | 2.1 | 5 | -13 | -0.9 | 7 | -11&-17 | -4 | 4 | 4
CN(c1ccc(OCC(=O)N2CCN(C/C=C/c3ccccc3)CC2)cc1)S(=O)(=O)c1cccs1 | 10 | 10 | 10 | 0.6 | -43* | 4 | -1 | -6 | -2
COc1ccc(CCNCc2cccc(C(F)(F)F)c2)cc1OC | 1.9 | 11 | -3 | -0.2 | -10 | -2 | -9 | -6 | -8
COC(=O)C1=C(c2ccc(-c3ccccc3)c(F)c2)C[C@@H]2CC[C@H]1N2C(=O)NCc1cccc2ccccc12 | 1.4 | 11 | -34 | 0.5 | -6 | nt | -2 | 19 | -9

8 entries from above in another layout:
The line under a structure holds: D2 agonist | D1 agonist | D2 antagonist | TRHR agonist | D1 antag | RXFP1 antag | D1 PAM | TRHR enhancer | D2 PAM
CN(C(=O)c1ccc(Cl)nc1)C1(c2ccccc2Cl)CCCCC1=O (configuration not stated)
 : 1.2 | 2 | 4 | 2.2 | -4 | -1 | -2 | -3 | 4
N#CC1=C(N)Oc2c(c(=O)oc3ccccc23)C1c1ccc([N+](=O)[O-])o1 (configuration not stated)
 : nt | 1 | nt | 0.8 | -1 | -8 | -3 | 0 | nt
CN(CCOc1ccc(C=C2C(=O)NC(=O)NC2=O)cc1)c1ccccn1
 : 2.5 | 6 | -5 | 0.1 | 25 | 4 | -3 | 6 | 7
Cn1cccc1/C=C1\C(=O)NC(=O)N(Cc2ccccc2Cl)C1=O
 : -0.4 | 3 | -11 | 0.6 | 1 | -8 | 2 | 9 | 10
c1ccc2c(c1)Nc1ccccc1S2
 : 2.1 | 5 | -13 | -0.9 | 7 | -11&-17 | -4 | 4 | 4
CN(c1ccc(OCC(=O)N2CCN(C/C=C/c3ccccc3)CC2)cc1)S(=O)(=O)c1cccs1
 : 10 | 10 | 10 | 0.6 | -43* | 4 | -1 | -6 | -2
COc1ccc(CCNCc2cccc(C(F)(F)F)c2)cc1OC
 : 1.9 | 11 | -3 | -0.2 | -10 | -2 | -9 | -6 | -8
COC(=O)C1=C(c2ccc(-c3ccccc3)c(F)c2)C[C@@H]2CC[C@H]1N2C(=O)NCc1cccc2ccccc12
 : 1.4 | 11 | -34 | 0.5 | -6 | nt | -2 | 19 | -9

Not all compounds are listed; rates above refer to the full screens.
